Luc counter – Kinase-Glo luciferase inhibition (counter-screen); Q27757; Kinase-Glo luciferase, ATP luminescence, 8 min; Potency, µM (titrated, usually from 38.3 µM), inactives show at the highest dose activity change, negative = inhibition, hits mostly inhibitors; hit rate 0.28% among 200,000; AID 1379; further: on the % scale 0 is the no-effect control and ±100 the full control effect; nearly all actives have a fitted effect of over 60% in size
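Light output from Kinase-Glo luciferase with luciferin and 10 uM ATP in 50 mM imidazole pH 7.2, KCl, MgCl2, Tween 20, BSA; compound pin-delivered, 8-min ambient incubation, then luminescence read.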
Tau fibril ThT – blocks human tau fibril formation measured by thioflavin T; Potency, µM (titrated, usually from 57.4 µM), inactives show top-dose activity, negative = inhibition, most hits filed as inhibitors; hit rate 2.1% among 270,000; recombinant tau K18 P301L, heparin-induced fibrillization, ThT fluorescence; P10636; AID 1460; further: on the % scale 0 is the no-effect control and ±100 the full control effect; nearly all actives have a fitted effect of over 55% in size
Target sequence (P10636 561-689 P618L limits assumed): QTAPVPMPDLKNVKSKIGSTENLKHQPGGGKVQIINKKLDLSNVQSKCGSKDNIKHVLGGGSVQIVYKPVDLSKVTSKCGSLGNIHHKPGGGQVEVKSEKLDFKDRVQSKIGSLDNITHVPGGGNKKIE
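Fibril formation assay: tau K18 P301L at 15 uM with trace Alexa 594 label, heparin inducer 20 uM, pH 7 sodium acetate buffer, 37 C for 6 hr; endpoint ThT signal.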
SMN2 splice enh – enhancers of SMN2 splice variant expression | HEK293 SMN2-luciferase splicing reporter, luminescence, 30-36 h | Potency, µM (titrated, usually from 46.1 µM), for inactives: at the top dose activity change, positive = activation, actives largely listed as activators | hit rate 2.8% among 210,000; further: % of control where 0% means no effect; nearly all actives have a fitted effect of over 55% in size
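qHTS luciferase splicing reporter: luminescence rises when SMN2 exon 7 is included in transfected HEK293 cells. Compound exposure lasted 30-36 h at 37C, with 4.5 mM final sodium butyrate as control, followed by a ONE-Glo read.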
RECQ1 helicase – RECQ1 (human) helicase inhibition; P46063; AID 2549; RECQ1 DNA unwinding, red fluorescence kinetic read; Potency, µM (series often up to 57.3 µM), for the others: top-dose activity, negative = inhibition, usual class: inhibitors; hit rate 0.54% among 240,000;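 further: plate controls were vehicle for no effect and no enzyme for full effect; nearly all actives have a fitted effect of over 30% in size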
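RECQ1T1 50 nM; forked duplex (20 bp + 30-nt ss tails) 200 nM, ATP 2 mM final; pH 8.0, 2 mM MgCl2, 2.5 ug/ml poly(dI-dC); 15 min compound preincubation; discontinuous kinetic read over 2 h at RT.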
JMJD2E inh – JMJD2E (human) inhibition; B2RXH2; JMJD2E catalytic domain, FDH-coupled NADH fluorescence (FDH is formaldehyde dehydrogenase); Potency, µM (top dose mostly 57.1 µM), for inactives: at the top dose activity change, negative = inhibition, usual class: inhibitors; hit rate 1.6% among 230,000; AID 2147; active means well fitted inhibition curve with a large enough effect, not every such curve was filed as active; inconclusive means small, poorly fitted or top-dose-only effect, or another doubt; inactive means no such curve, though single readings can be large or run the other way;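 further: 0% = wells with enzyme and -100% = buffer wells without enzyme; nearly all actives have a fitted effect of over 50% in size; many of its hits are not listed in these tables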
Target sequence (B2RXH2 1-337 limits assumed): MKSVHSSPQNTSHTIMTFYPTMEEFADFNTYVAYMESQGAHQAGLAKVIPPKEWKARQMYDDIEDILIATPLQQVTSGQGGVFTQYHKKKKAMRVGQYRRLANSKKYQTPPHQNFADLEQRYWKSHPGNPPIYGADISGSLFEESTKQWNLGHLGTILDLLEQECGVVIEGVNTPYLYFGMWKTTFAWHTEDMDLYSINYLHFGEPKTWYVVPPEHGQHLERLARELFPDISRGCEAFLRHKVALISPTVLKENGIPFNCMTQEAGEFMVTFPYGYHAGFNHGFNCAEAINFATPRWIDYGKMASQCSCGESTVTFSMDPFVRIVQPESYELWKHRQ
LMNA splice mod – LMNA splicing modulation; Potency, µM (series often up to 46.1 µM), inactives show at the highest dose ratio change, negative = inhibition, hits mostly inhibitors; HeLa LMNA splicing GFP/RFP minigene ratio, 48 h; hit rate 0.01% among 200,000; active means well fitted inhibition curve with a large enough effect in the signal ratio, with a control signal flat, not every such curve was filed as active; inconclusive means small, poorly fitted or top-dose-only effect, or effect the other way, or a change in a side signal; the % refers to the signal ratio; further: on the % scale 0 is the no-effect control and ±100 the full control effect
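Read-out is the ratio of GFP to DsRed2 object intensity, acquired by 488 nm laser-scanning cytometry on HeLa lamin A-EGFP minigene reporter cells. Compound incubation 48 hrs at 37 °C in Opti-MEM with 2% FBS; DMSO 0.5% final.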
L3MBTL1 block – inhibitors of human L3MBTL1; Q9Y468; AlphaScreen L3MBTL1–H3K9me1 peptide binding; Potency, µM (top dose mostly 57.1 µM), inactives show top-dose activity, negative = inhibition, most hits filed as inhibitors; hit rate 0.66% among 230,000; further: on the % scale 0 is the no-effect control and ±100 the full control effect; nearly all actives have a fitted effect of over 60% in size
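L3MBTL1 50 nM + b-AHA-H3(1-15)K9me1 75 nM, 30 min RT; compound added, 30 min RT; streptavidin donor/Ni-chelate acceptor beads 10 ug/mL each final, 30 min RT dark; AlphaScreen read.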
ALDH1A1 block – blocks purified human ALDH1A1 activity; P00352; Purified ALDH1A1, NADH fluorescence, propionaldehyde substrate; Potency, µM (series often up to 75.3 µM), without a hit: top-dose activity, negative = inhibition, actives largely listed as inhibitors; hit rate 7.3% among 220,000; AID 1030; active means well fitted inhibition curve with a large enough effect, not every such curve was filed as active; inconclusive means small, poorly fitted or top-dose-only effect, or another doubt; inactive means no such curve, though single readings can be large or run the other way;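 further: plate controls were no enzyme wells and a reference inhibitor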
Target sequence (P00352 whole entry, looked up): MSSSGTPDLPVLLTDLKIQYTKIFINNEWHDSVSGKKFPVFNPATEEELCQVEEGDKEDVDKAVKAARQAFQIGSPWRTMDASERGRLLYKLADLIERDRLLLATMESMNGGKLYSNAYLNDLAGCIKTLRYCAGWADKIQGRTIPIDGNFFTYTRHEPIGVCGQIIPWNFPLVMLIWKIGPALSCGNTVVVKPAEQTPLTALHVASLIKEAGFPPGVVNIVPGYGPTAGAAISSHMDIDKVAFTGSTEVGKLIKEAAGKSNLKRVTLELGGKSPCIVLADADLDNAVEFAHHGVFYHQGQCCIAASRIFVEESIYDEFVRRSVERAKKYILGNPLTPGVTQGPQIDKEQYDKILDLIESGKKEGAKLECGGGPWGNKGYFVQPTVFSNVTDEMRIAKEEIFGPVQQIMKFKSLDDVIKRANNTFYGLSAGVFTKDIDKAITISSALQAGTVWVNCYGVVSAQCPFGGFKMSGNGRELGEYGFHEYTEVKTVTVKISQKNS
* hit, by the source's call; i = inactive; ? = inconclusive; . = no result given; & = joins results of further samples; [ ] = dose if it differs, or a comment. Unless noted, the call rests on the fitted dose curve; in most records, active means well fitted curve in the direction sought with a large enough effect; inconclusive means small, poorly fitted or top-dose-only effect, or another doubt; inactive means no such curve, though single readings can be large; an effect the other way counts as inactive or inconclusive. Potency means the concentration at half of the fitted maximal effect. Some of the compounds tested, so the mix of outcomes need not match the whole.

cpd	Molecule	Luc counter	Tau fibril ThT	SMN2 splice enh	RECQ1 helicase
1	CCOc1ccc(NC(=S)NC(=O)c2c(Cl)cnn2CC)c([N+](=O)[O-])c1	-4%	?	0%	-9%
2	COc1ccc2nc(/N=C(\N)NC(=O)Nc3ccccc3)nc(C)c2c1	-1%	17%	-13%	3%
3	CC(C)CCn1nc(C(=O)Nc2nc3c(s2)CCCC3)c2ccccc2c1=O	2%	-9%	-48%[inhibitor]	14%
4	C=C(C)COc1ccc(-c2n[nH]c(C)c2-c2ccc(Br)cc2)c(O)c1	1%	6%	-91%[inhibitor]	11%
5	Cc1cc2cc(CNC(=O)c3ccc(C)c([N+](=O)[O-])c3)ccc2[nH]1	0%	?	-30%	-7%
6	COc1ccc(C(=O)NCc2ccc3c(c2)cc(C)n3C)cc1	.	-9%	.	?
7	NC(=O)NOCc1cccc(Cl)c1	-1%	9%	-2%	i
8	O=C(Nc1ccc(S(=O)(=O)Nc2ccc(F)cc2)cc1)c1ccc(CN2CCOCC2)cc1	4%	-2%	.	-10%

cpd	JMJD2E inh	LMNA splice mod	L3MBTL1 block	ALDH1A1 block
1	-3%	?	-11%	?
2	8%	?	-9%	?
3	-2%	?	-2%	-10%
4	6%	?	-17%	?
5	3%	?	-6%	?
6	?	.	-20%	?
7	12%	-9%[46 µM]	13%	5%
8	10%	.	-5%	11%

The list goes on:
cpd	Molecule	Luc counter	Tau fibril ThT	SMN2 splice enh	RECQ1 helicase
9	CCOC(=O)c1ccc(NC(=O)CN(c2ccc(C)cc2)S(=O)(=O)c2c(C)nn(C)c2C)cc1	-2%	-20%	24%	3%
10	Cc1ccc(NC(=S)N2CCC(C(N)=O)(N3CCCCC3)CC2)c(C)c1	2%	-8%	.	-4%
11	CCc1cc(-c2n[nH]c(=S)n2CC)cs1	2%	1%	-3%	0%
12	CCOc1ccc(N2C(=O)CSC2c2ccncc2)cc1 (configuration not stated)	4%	-4%	-15%	-2%
13	CC(=O)Nc1ccc(Nc2nc(C)c([N+](=O)[O-])c(N(C)c3ccccc3)n2)cc1	.	16µM*	.	-16%
14	O=c1[nH]c2c(c(=O)[nH]1)CCC2	-1%	-2%	3%	-6%
15	COc1ccc(-c2noc(CCC(=O)N3CCN(Cc4ccccc4)CC3)n2)cc1	-4%	?	-6%	-8%
16	CCC(C)(C)c1ccc(OCCN2C(=O)NC(C)(C)C2=O)cc1	-3%	-5%	-18%	-14%

cpd	JMJD2E inh	LMNA splice mod	L3MBTL1 block	ALDH1A1 block
9	1%	1%	.	-6%
10	-3%	3%[46 µM]	0%	-5%
11	-4%	?	-2%	?
12	4%	4%	-1%	-5%
13	-5%	.	-9%	.
14	0%	-4%[9.22 µM]	7%	-9%
15	0%	-1%	.	?
16	5%	10%	.	?

Next part.
cpd	Molecule	Luc counter	Tau fibril ThT	SMN2 splice enh	RECQ1 helicase
17	Cc1ccccc1CSCC(=O)NC1CCCC1	18%	-12%	11%	-9%
18	Cc1cc(C)nc(CCNC(=O)c2cc(COc3ccc(F)cc3Cl)on2)n1	-1%	?	.	i
19	O=C(CCN1CCc2ccccc2C1)Nc1ccc(F)cc1	2%	-6%	-5%	-5%
20	CC1CCc2cc(F)ccc2N1C(=O)c1cccs1 (configuration not stated)	2%	-3%	2%	i
21	CSc1ccccc1C(=O)Nc1c(C)cccc1C	.	4%	.	11%
22	C=CCN1C(=O)C2C3CC(=O)C(c4ccccc43)C2C1=O (configuration not stated)	3%	6%	-26%	-3%
23	COc1cccc(-n2c(SCC(N)=O)nnc2-c2ccncc2)c1	2%	-10%	3%	-10%
24	COc1cccc(C(=O)NC(c2ccccc2)C2CCCC2)c1 (configuration not stated)	2%	-6%	-7%	19%

cpd	JMJD2E inh	LMNA splice mod	L3MBTL1 block	ALDH1A1 block
17	-5%	2%	.	8%
18	-24%	.	8%	18%
19	12%	2%	10%	6%
20	1%	.	2%	?
21	5%	.	2%	7%
22	-6%	.	.	16%
23	-4%	-5%	-11%	10%
24	6%	?	1%	?

(continued)
cpd	Molecule	Luc counter	Tau fibril ThT	SMN2 splice enh	RECQ1 helicase
25	Nc1nonc1-n1nncc1-c1ccccc1	1%	-6%	-3%	-15%
26	CCCCN(C)S(=O)(=O)c1ccc(C(=O)Nc2nnc(C3=COCCO3)o2)cc1	3%	-8%	-40%[inhibitor]	i
27	CCSc1nnc(CSc2ncccn2)n1C	8%	-5%	7%	-6%
28	CCc1cc2c(NCCN3CCCCC3)ncnc2s1	2%	-12%	-19%	-4%
29	Cc1ccc(-c2nnc3c4ccccc4c(C)nn23)cc1NC(=O)CN1CCOCC1	-2%	-10%	-8%	-9%
30	Cc1[nH]n(C)c(=O)c1N=Nc1ccc(S(C)(=O)=O)cc1	.	?	.	i
31	COc1ccc(CNc2nc(NCc3ccc(OC)cc3)n(S(C)(=O)=O)n2)cc1	2%	-5%	-5%	i
32	COCC(=O)Nc1c(C(=O)Nc2ccccc2OC)oc2ccccc12	0%	8%	5%	-7%

cpd	JMJD2E inh	LMNA splice mod	L3MBTL1 block	ALDH1A1 block
25	8%	8%	-1%	4%
26	?	-4%[9.22 µM]	.	2%
27	6%	9%[46 µM]	2%	?
28	-16%	10%	.	-10%
29	3%	-3%	3%	12%
30	-23%	2%[46 µM]	-9%	7%
31	7%	-4%	.	?
32	?	-13%	12%	?

The results go on.
cpd	Molecule	Luc counter	Tau fibril ThT	SMN2 splice enh	RECQ1 helicase
33	CN(CCCCN1CCOCC1)Cc1nc(-c2ccc3c(c2)OCO3)no1	3%	-13%	.	i
34	Cc1ccc(OCCNC(=O)C2CC(=O)N(c3ccc(C)cc3)C2)cc1 (configuration not stated)	-5%	-4%	-20%	-6%
35	O=C(Cn1cnc2c(nnn2Cc2ccccc2F)c1=O)N1CCN(c2ccccc2)CC1	1%	?	-35%[inhibitor]	-1%
36	CC1CCCCC1NC(=O)COC(=O)c1ccccn1 (configuration not stated)	0%	-9%	14%	-4%
37	CCCCCC(=O)Nc1ccc2oc(-c3ccncc3)nc2c1	-1%	-19%	-16%	i
38	CC(=O)NCCc1nc2ccccc2[nH]1	-1%	-2%	-6%	-3%
39	COC(=O)Cc1c(O)ccn(Cc2ccc(Cl)c(Cl)c2)c1=O	1%	5%	-5%	1%
40	CCCc1nc2n[nH]c(N)c2c2c1CCC2	-3%	-3%	-10%	-3%

cpd	JMJD2E inh	LMNA splice mod	L3MBTL1 block	ALDH1A1 block
33	3%	.	0%	0%
34	6%	12%	.	?
35	0%	0%	-5%	?
36	1%	?	-6%	0%
37	?	6%	3%	?
38	0%	-11%	-2%	4%
39	-4%	.	6%	12%
40	2%	-2%	-3%	-10%

More structures.
cpd	Molecule	Luc counter	Tau fibril ThT	SMN2 splice enh	RECQ1 helicase
41	O=C1Cc2cc(CCN3CCN(c4nsc5ccccc45)CC3)c(Cl)cc2N1	.	?	.	2%
42	CC1(C)C(=O)Nc2ccccc2N1C(=O)CSc1ncccn1	0%	-8%	16%	-17%
43	Cc1ccc(C(=O)NC(C)C(c2cccs2)N2CCCC2)s1 (configuration not stated)	8%	0%	22%	-2%
44	Cc1c(Cl)cccc1S(=O)(=O)N1CCC(C(=O)NNC(=O)C2CC2)CC1	-2%	-9%	.	-5%
45	CCS(=O)(=O)N1CCC(C(=O)NCCc2ccc(OC)c(OC)c2)CC1	-6%	-8%	-3%	-15%
46	OC(CCN1CCOCC1)(c1ccc(Cl)cc1)C1CCCCC1 (configuration not stated)	-2%	-9%	.	-1%
47	COc1ccc(CNCCC(c2ccc(OC(C)C)cc2)C(C)C)cc1OC (configuration not stated)	-4%	-4%	-29%	-1%
48	O=C1CCCC2=C1C(c1cccs1)n1nc(SCc3ccccc3F)nc1N2 (configuration not stated)	1%	-14%	-24%	-6%

cpd	JMJD2E inh	LMNA splice mod	L3MBTL1 block	ALDH1A1 block
41	-10%	-10%[46 µM]	.	.
42	-3%	-23%[46 µM]	-6%	13%
43	-3%	-4%[46 µM]	-3%	1%
44	1%	8%[46 µM]	7%	11%
45	10%	6%	2%	3%
46	9%	-5%	.	7.1µM*
47	10%	16%	-7%	-11%
48	?	-17%	-1%	?

Single records, from the list above. Values in the order: Luc counter | Tau fibril ThT | SMN2 splice enh | RECQ1 helicase | JMJD2E inh | LMNA splice mod | L3MBTL1 block | ALDH1A1 block
Profile of `Cc1c(Cl)cccc1S(=O)(=O)N1CCC(C(=O)NNC(=O)C2CC2)CC1` : -2% | -9% | . | -5% | 1% | 8%[46 µM] | 7% | 11%
Profile of `CC1(C)C(=O)Nc2ccccc2N1C(=O)CSc1ncccn1` : 0% | -8% | 16% | -17% | -3% | -23%[46 µM] | -6% | 13%
Profile of `OC(CCN1CCOCC1)(c1ccc(Cl)cc1)C1CCCCC1` (configuration not stated) : -2% | -9% | . | -1% | 9% | -5% | . | 7.1µM*

(list continues)
cpd	Molecule	Luc counter	Tau fibril ThT	SMN2 splice enh	RECQ1 helicase
49	CCCCCCCCCCCCCCCCOCC(COP(=O)([O-])OCC[N+](C)(C)C)OC (configuration not stated)	-2%	-11%&1%	?	-1%&10%
50	C=CCSc1nc2c(c(=O)n(C)c(=O)n2C)n1CC	1%	-6%	6%	-3%
51	N#Cc1ccc(N2Cc3ccccc3C2=NC(=O)c2cccnc2Cl)cc1	-16%	?	46%	10%
52	C=CCc1cccc2cc(C(=O)Nc3ccc(NC(C)=O)cc3)c(=O)oc12	-1%	?	6%	i

cpd	JMJD2E inh	LMNA splice mod	L3MBTL1 block	ALDH1A1 block
49	0%	.	.	4%&21%
50	12%	9%	.	1%
51	?	?	-3%	?
52	-7%	-2%[46 µM]	5%	1%

Bioassay records from PubChem.
